Mcl1-Noxa inh: Mcl-1/Noxa binding inhibitors, primary screen, biochemical, TR-FRET, 1536-well | Induced myeloid leukemia cell differentiation protein Mcl-1 (Homo sapiens), Q07820 | TR-FRET Mcl-1/Noxa peptide binding, 2 h | inhibition, % at 21.7 µM | hit rate 1.5% among 220,000 | AID 1022, 2008;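 active = compounds that cut the protein-peptide binding signal by more than 50% relative to plate controls in a single-dose test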;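 also: His-tagged Mcl-1 with rhodamine Noxa BH3 peptide and terbium anti-His antibody; 0% = Mcl-1 plus Noxa peptide wells and 100% = peptide-only wells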
Target sequence (Q07820 whole entry, looked up): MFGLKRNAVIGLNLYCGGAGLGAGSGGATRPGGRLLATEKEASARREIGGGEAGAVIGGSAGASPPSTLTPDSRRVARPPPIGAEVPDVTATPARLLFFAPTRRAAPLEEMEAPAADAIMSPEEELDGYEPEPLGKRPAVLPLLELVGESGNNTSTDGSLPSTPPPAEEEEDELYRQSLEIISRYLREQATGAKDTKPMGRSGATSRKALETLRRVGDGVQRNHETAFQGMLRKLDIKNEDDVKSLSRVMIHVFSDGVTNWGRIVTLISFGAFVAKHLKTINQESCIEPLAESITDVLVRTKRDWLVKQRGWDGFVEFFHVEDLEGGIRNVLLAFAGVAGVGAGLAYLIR
Rac1 wt GTP bind: wildtype Rac1 GTP binding modulators, primary screen, biochemical, GST-Rac1 beads, flow cytometry, multiplex; Ras-related C3 botulinum toxin substrate 1 (Homo sapiens), P63000; hit rate 0.27% among 190,000; fluorescent GTP binding; actives lie on both sides; 0 = cold GTP competed, 100 = untreated; GTP binding activity (% of control), % at 10 µM;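 active = GTP binding activity at least 20 points away from the 100% control level, either lower or higher; inconclusive = compound flagged as likely green fluorescent, judged across all proteins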
Pf gametocyte: late stage P. falciparum gametocyte viability inhibitors, primary screen, ATP luminescence, HTS; P. falciparum stage V gametocytes, 24 h; hit rate 0.065% among 150,000; AID 743093, 2013; inhibition, % at 10.9 µM;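 active = inhibition above the mean plus 3 SD of compounds within the control limits, set per campaign, cut at about 38% in these data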;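 also: 0% = DMSO wells and 100% = medium only without gametocytes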
Mcl-1 Bim block: inhibitors of Bim peptide binding to Mcl-1, primary screen, biochemical, bead-based flow cytometry, multiplex; Induced myeloid leukemia cell differentiation protein Mcl-1 (Homo sapiens), Q07820; Bim peptide-Mcl-1 binding; inhibition, % at 10 µM; hit rate 0.1% among 190,000; AID 1009, 2008; in the data active = inhibition above about 40%;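 also: 0% = no compound tracer wells and 100% = peptide blocker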
Rab2A wt mod: modulators of GTP binding to Rab2A wildtype, primary screen, biochemical, dog, bead-based flow cytometry, multiplex. GTP binding activity, % at 10 µM. GST-Rab2 wt beads, Bodipy-GTP binding. hit rate 0.19% among 190,000;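 active = GTP binding activity at least 20 points away from 100%, either lowered or raised; inconclusive = signal likely due to the compound's own green fluorescence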;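 also: 0% = beads with excess unlabeled GTP and 100% = no-compound control corrected for plate trend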
Rab7 wt modul: modulators of GTP binding to Rab7, primary screen, biochemical, wildtype, multiplex bead flow cytometry. hit rate 0.055% among 190,000. Rab7 GTPase wild type (dog), Bodipy-FL-GTP binding. GST-Rab7 beads, fluorescent GTP binding; actives lie on both sides; untreated = 100%, excess cold GTP = 0%. GTP binding activity (percent of control), % at 10 µM;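 active = fluorescent GTP binding to Rab7 beads changed by at least 20 points from the 100% baseline, either direction, mostly lower; inconclusive = compound itself probably fluorescent, or too few beads counted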;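 also: median green fluorescence of bound Bodipy-FL-GTP per Rab7 bead population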
HRas wt GTP: modulators of GTP binding to HRas wildtype, primary screen, biochemical, bead-based flow cytometry, multiplex | GTPase HRas (Homo sapiens), P01112 | GST-Ras wt beads, Bodipy-FL-GTP binding; actives lie on both sides | GTP binding activity, % at 10 µM | hit rate 0.14% among 190,000 | AID 759, 2007;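 active = GTP binding activity at least 20% away from the 100% baseline, either lowered as inhibitor or raised as activator; inconclusive = flagged as likely green fluorescent, judged across all proteins in the well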;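 also: 0% = unlabeled GTP competition control and 100% = no-compound control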
Target sequence (P01112 whole entry, looked up): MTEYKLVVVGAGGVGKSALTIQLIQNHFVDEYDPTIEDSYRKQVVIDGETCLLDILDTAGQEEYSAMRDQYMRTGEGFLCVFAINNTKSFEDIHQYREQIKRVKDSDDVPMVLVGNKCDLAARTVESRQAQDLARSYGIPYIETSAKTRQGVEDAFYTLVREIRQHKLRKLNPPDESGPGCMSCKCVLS
Rac1 mut GTP: GTP binding modulators of activated mutant Rac1, primary screen, biochemical, bead-based flow cytometry, multiplex, fluorescent GTP. Ras-related C3 botulinum toxin substrate 1 (Homo sapiens), P63000. percent activity (GTP binding), % at 10 µM. GST-Rac1 activated beads; actives lie on both sides; 100% means binding = to untreated wells. hit rate 0.11% among 190,000;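 active = GTP binding at least 20 percentage points away from the 100% baseline, in either direction, so actives lie on both sides; inconclusive = Compound likely fluorescent itself, or too few beads counted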
RGS8-Gao reg: RGS8-Galphao binding modulators, primary screen, biochemical, multiplexed bead flow cytometry | hit rate 0.34% among 220,000 | actives lie on both sides | AID 1423, 2008 | Guanine nucleotide-binding protein G(o) subunit alpha (Homo sapiens), P09471 | response (percent of control binding), % at 10 µM; in the data active = response below about 60% or above about 140%; inactive = in between;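 also: Galphao activated as the GDP aluminium fluoride complex binding bead-coupled RGS8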
Mcl1 Bid PPI: Mcl-1/Bid binding inhibitors, primary screen, biochemical, TR-FRET, 1536-well. TR-FRET Mcl-1/Bid-Dy647 peptide binding. inhibition, % at 21.7 µM. hit rate 0.97% among 220,000. AID 1021, 2008;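 active = compounds that cut the binding signal by more than half at the single screening dose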;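 also: His-tagged Mcl-1 with europium anti-His antibody binding Bid BH3 peptide; 0% = Mcl-1 plus peptide wells and 100% = peptide-only wells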
Cdc42 wt: modulators of GTP binding to wildtype Cdc42, primary screen, biochemical, multiplex bead flow cytometry, Bodipy-GTP; Cell division control protein 42 homolog (Homo sapiens), P60953; GST-Cdc42 beads; actives lie on both sides; percent activity (GTP binding), % at 10 µM; hit rate 0.2% among 190,000; AID 761, 2007;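 active = percent activity GTP binding at least 20 points away from the 100% baseline, either down as inhibitor or up as activator; inconclusive = compound flagged as likely green fluorescent from well-wide comparison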;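 also: median bead fluorescence of bound Bodipy-FL-GTP at 100 nM; 0% = excess unlabeled GTP control and 100% = no compound control; below 100% means less GTP binding so inhibitor and above means activator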
Target sequence (P60953 whole entry, looked up): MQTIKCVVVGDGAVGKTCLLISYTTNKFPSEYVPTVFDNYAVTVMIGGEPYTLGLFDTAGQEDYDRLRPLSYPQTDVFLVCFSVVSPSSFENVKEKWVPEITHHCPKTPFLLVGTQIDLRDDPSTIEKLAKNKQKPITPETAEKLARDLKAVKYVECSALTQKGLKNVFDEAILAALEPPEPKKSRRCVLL
An asterisk follows results filed as active; u = inconclusive; x = no result given.

SMILES | Mcl1-Noxa inh | Rac1 wt GTP bind | Pf gametocyte | Mcl-1 Bim block | Rab2A wt mod | Rab7 wt modul | HRas wt GTP | Rac1 mut GTP | RGS8-Gao reg | Mcl1 Bid PPI | Cdc42 wt
c1ccc(COc2ccc(CNn3cnnc3)cc2)cc1 | 7 | 101 | 7 | 0 | 100 | 98 | 101 | 98 | 100 | 7 | 101
CCN(CC)S(=O)(=O)c1ccc2c(c1)c(=O)c(C(=O)N1CCN(c3ccccc3)CC1)cn2C | 18 | 100 | -7 | -1 | 98 | 94 | 100 | 100 | 106 | -16 | 99
O=C(Nc1ccccc1F)c1cc(S(=O)(=O)N2CCCCC2)cs1 | 20 | 99 | -3 | 0 | 97 | 100 | 99 | 99 | 100 | -7 | 99
CCN(CC)CCN1C(=O)c2ccccc2NC1c1cccc(F)c1 (stereo not given) | 4 | 100 | -25 | -2 | 102 | 104 | 102 | 99 | 102 | -16 | 102
C=CCn1c(=O)c2ccc(C(=O)NCc3ccccc3)cc2n(Cc2ccccc2Cl)c1=O | 2 | 102 | 1 | 2 | 99 | 98 | 100 | 100 | 97 | 0 | 106
C/C(=N\NC(=O)CCc1ccccc1)C1C(=O)c2ccccc2C1=O | -22 | 93 | -14 | 0 | 92 | 93 | 94 | 92 | 93 | -62 | 94
COc1ccccc1NS(=O)(=O)c1cccc(NC(=S)NCCN2CCOCC2)c1 | 11 | 103 | -31 | -8 | 98 | 101 | 98 | 97 | 103 | -85 | 99
CC(C)N(C(=O)CSc1nnc(NC(=O)c2ccco2)s1)C(C)C | 5 | 102 | x | 0 | 99 | 102 | 98 | 96 | 83 | 7 | 96
COCCN(C(=O)CSc1nc2ccccc2c(=O)n1C(C)COC)c1c(N)n(Cc2ccccc2)c(=O)[nH]c1=O (stereo not given) | 12 | 97 | -8 | -4 | 97 | 95 | 95 | 96 | 97 | -15 | 97
CCCn1c(=O)c(C(=O)Nc2ncccc2C)c(O)c2ccccc21 | 3 | u | 21 | -1 | u | u | u | u | 107 | -5 | u
O=C(CC(Sc1ccccc1)c1cccs1)c1ccco1 (stereo not given) | -4 | 97 | x | -2 | 97 | 97 | 97 | 94 | 100 | -5 | 99
CCc1cc2c(=O)c(-c3cnn(-c4ccccc4)c3)c(C)oc2cc1OCC(=O)Nc1cccc(C)c1 | -39 | 100 | 6 | 20 | 100 | 95 | 98 | 100 | 129 | 44 | 99
CCN1CCN(c2ccc(NC(=O)c3ccc([N+](=O)[O-])o3)cc2Cl)CC1 | 17 | 99 | 5 | -1 | 98 | 93 | 98 | 96 | 99 | -1 | 96
CCOC(=O)Cn1nc(-c2ccccc2)c2cnc3ccc(C)cc3c21 | -50 | 105 | x | -1 | 97 | 96 | 99 | 102 | x | 26 | 100
COc1ccc(N/C(N)=N/c2nc(CSc3ccc(Cl)cc3)cc(=O)[nH]2)cc1 | 18 | 100 | x | -2 | 100 | 97 | 99 | 98 | 101 | -2 | 102
COc1ccc(C(=O)Nc2ccc(C3CC3(Cl)Cl)cc2)cc1 (stereo not given) | 2 | 98 | 11 | 2 | 96 | 106 | 96 | 93 | 100 | -41 | 95
CC(=O)c1c(C)[nH]c(C(=O)NCCc2cccc(C)c2)c1C | 15 | 97 | x | 0 | 96 | 98 | 98 | 98 | 92 | -12 | 95
Cn1c(COc2nnc(-c3ccc(Cl)cc3)c3ccccc23)nc2ccccc21 | -4 | 105 | x | -1 | 105 | 100 | 105 | 103 | 102 | -57 | 104
CCC(C)(C)n1nnnc1C(c1ccc(C)cc1)N1CCSCC1 (stereo not given) | -15 | 103 | x | -6 | 99 | 97 | 100 | 99 | 100 | -5 | 99
Cc1ccc(CNC(=O)C2CC(=O)OC23CCCC3)c(C)c1 (stereo not given) | 5 | 111 | -52 | -1 | 106 | 102 | 104 | 103 | 99 | 3 | 104
CCCCCSc1nc2c(c(=O)[nH]c(=O)n2C)n1C(C)C | 2 | 108 | x | 0 | 101 | 101 | 104 | 101 | 101 | 2 | 107
CC1(C)Cc2c(ccc3ccccc23)C2=C(C(=O)N3CCCC3)C(=O)C(=O)N21 | -5 | 99 | -16 | 0 | 95 | 101 | 95 | 97 | 96 | -14 | 96
O=[N+]([O-])c1ccc2[nH]ncc2c1 | -9 | 102 | 8 | -1 | 104 | 109 | 100 | 97 | 99 | -8 | 98
O=C(c1ccccc1)c1cccn1CC(=O)N1CCN(c2ccccc2)CC1 | 1 | 100 | x | -1 | 98 | 100 | 99 | 99 | 101 | -65 | 101
CCOC(=O)/C(=N\Nc1ccccc1Cl)N(C)C1CCCCC1 | 12 | 93 | 1 | -2 | 99 | 104 | 96 | 93 | 98 | -46 | 94
C/C(N)=C(/C#N)C(=O)CSc1nc(C2CCCCC2)n(-c2ccccc2)n1 | -1 | 104 | 22 | 2 | 100 | 96 | 101 | 103 | 100 | -22 | 102
CCOC(=O)Cn1nc(C)c(NC(=O)COc2ccccc2)c1C | 22 | 99 | -1 | -2 | 96 | 102 | 98 | 95 | 102 | -6 | 97
C/C(=N\NC(=O)COc1ccccc1)c1ccc(O)cc1 | -5 | 98 | 1 | -1 | 99 | 103 | 100 | 96 | 109 | -36 | 97
COc1ccc(OC)c(S(=O)(=O)N2CCCCC2C(=O)N2CCN(c3ccccn3)CC2)c1 (stereo not given) | 18 | 104 | 6 | -2 | 94 | 97 | 98 | 97 | 109 | 12 | 100
CCC(=O)N/N=C(\C)CC(=O)Nc1cccc([N+](=O)[O-])c1 | 4 | 104 | 9 | -19 | 98 | 103 | 100 | 100 | 98 | -60 | 100
C1CCc2nnc(C3CC3)n2CC1 | 13 | 97 | 8 | 1 | 95 | 96 | 96 | 95 | 99 | 9 | 95
CCOC(=O)C(=O)c1c(-c2ccccc2)nc2ccccn12 | -1 | 99 | 9 | -1 | 98 | 96 | 96 | 96 | 100 | -3 | 101
CC(C)CNc1oc(-c2ccccc2Cl)nc1C#N | 13 | 96 | 1 | 0 | 96 | 102 | 94 | 93 | 101 | -10 | 92
COc1cccc(/C=C/c2ccncc2)c1OC | -1 | 102 | 3 | 2 | 90 | 95 | 101 | 93 | 93 | 18 | 97
COc1cccc(N2CC(C(=O)OC(C)C(=O)c3ccccc3)CC2=O)c1 (stereo not given) | 7 | 97 | -17 | 0 | 102 | 101 | 102 | 97 | 99 | -11 | 101
CC(C)NC(=O)CN1C(=O)c2ccccc2S1(=O)=O | 2 | 101 | -1 | 2 | 100 | 105 | 102 | 95 | 104 | -7 | 97
COc1ccc(CN=C(NS(=O)(=O)c2cccs2)SC)cc1 | 6 | 100 | -6 | -3 | 98 | 96 | 99 | 97 | 91 | -3 | 100
Cc1ccc(-c2nc(C3CCCN(S(=O)(=O)c4ccc(C)cc4)C3)no2)cc1 (stereo not given) | -4 | 96 | x | -1 | 98 | 97 | 98 | 96 | 109 | -4 | 97
O=C(Cc1ccccc1[N+](=O)[O-])NCc1ccc(Cl)cc1 | 6 | 102 | 20 | -4 | 98 | 103 | 99 | 98 | 101 | -3 | 96
O=C(CCc1ccc(S(=O)(=O)NCc2ccccc2)cc1)NCc1ccco1 | -2 | 103 | 12 | -5 | 101 | 103 | 102 | 101 | 103 | -45 | 102
FC(F)(F)c1cccc(NC(=S)N2CCCCCC2)c1 | -5 | 95 | x | -3 | 95 | 93 | 93 | 96 | 91 | -33 | 98
CN1CCN(c2ccc(NC(=O)c3ccc(C(F)(F)F)cc3)cn2)CC1 | 8 | 97 | 22 | 0 | 99 | 106 | 96 | 93 | 103 | -29 | 95
Cc1ccccc1N1CCN(Cc2c[nH]c3ccccc23)CC1 | 5 | 110 | x | -134 | 101 | 100 | 102 | 101 | 100 | 14 | 108

For reference, five of the compounds above:
SMILES | Mcl1-Noxa inh | Rac1 wt GTP bind | Pf gametocyte | Mcl-1 Bim block | Rab2A wt mod | Rab7 wt modul | HRas wt GTP | Rac1 mut GTP | RGS8-Gao reg | Mcl1 Bid PPI | Cdc42 wt
O=C(Cc1ccccc1[N+](=O)[O-])NCc1ccc(Cl)cc1 | 6 | 102 | 20 | -4 | 98 | 103 | 99 | 98 | 101 | -3 | 96
O=C(CCc1ccc(S(=O)(=O)NCc2ccccc2)cc1)NCc1ccco1 | -2 | 103 | 12 | -5 | 101 | 103 | 102 | 101 | 103 | -45 | 102
FC(F)(F)c1cccc(NC(=S)N2CCCCCC2)c1 | -5 | 95 | x | -3 | 95 | 93 | 93 | 96 | 91 | -33 | 98
CN1CCN(c2ccc(NC(=O)c3ccc(C(F)(F)F)cc3)cn2)CC1 | 8 | 97 | 22 | 0 | 99 | 106 | 96 | 93 | 103 | -29 | 95
Cc1ccccc1N1CCN(Cc2c[nH]c3ccccc23)CC1 | 5 | 110 | x | -134 | 101 | 100 | 102 | 101 | 100 | 14 | 108

Whole records, quoted from the list:
`C1CCc2nnc(C3CC3)n2CC1` is entered as Mcl1-Noxa inh = 13; Rac1 wt GTP bind = 97; Pf gametocyte = 8; Mcl-1 Bim block = 1; Rab2A wt mod = 95; Rab7 wt modul = 96; HRas wt GTP = 96; Rac1 mut GTP = 95; RGS8-Gao reg = 99; Mcl1 Bid PPI = 9; Cdc42 wt = 95
`COc1cccc(/C=C/c2ccncc2)c1OC` is entered as Mcl1-Noxa inh = -1; Rac1 wt GTP bind = 102; Pf gametocyte = 3; Mcl-1 Bim block = 2; Rab2A wt mod = 90; Rab7 wt modul = 95; HRas wt GTP = 101; Rac1 mut GTP = 93; RGS8-Gao reg = 93; Mcl1 Bid PPI = 18; Cdc42 wt = 97

Random draw from the library; any-hit rate near 2.9%.
